TRHR PAM: qHTS for Small Molecule Agonists and Allosteric Enhancers of Human TRH Receptor: Primary Screen for Enhancers | AID 493056, 2011 | Thyrotropin-releasing hormone receptor (Homo sapiens), P34981 | 360,000 compounds, 0.66% hits | enhancement, % at 2 µM | TRHR cells, fluo-8 calcium fluorescence, EC20 TRH enhancement; in the data active = enhancement above about 30%; also: 0% is about no effect
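TRHR-expressing cells loaded with fluo-8 calcium dye were read kinetically (ex 480/em 530) during compound addition, then stimulated with an EC20 of TRH (10 nM final). Enhancement of the Gq-mediated intracellular calcium response was scored.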
D1 ag: Allosteric Agonists of the Human D1 Dopamine Receptor: qHTS; D(1A) dopamine receptor (Homo sapiens), P21728; HEK293 T-REx D1 cells, calcium flux, agonist mode; activation, % at 2 µM; 360,000 compounds, 1% hits; AID 504660, 2011; in the data active = activation above about 30%; also: 0% is about no effect
Target sequence (P21728 whole entry, looked up): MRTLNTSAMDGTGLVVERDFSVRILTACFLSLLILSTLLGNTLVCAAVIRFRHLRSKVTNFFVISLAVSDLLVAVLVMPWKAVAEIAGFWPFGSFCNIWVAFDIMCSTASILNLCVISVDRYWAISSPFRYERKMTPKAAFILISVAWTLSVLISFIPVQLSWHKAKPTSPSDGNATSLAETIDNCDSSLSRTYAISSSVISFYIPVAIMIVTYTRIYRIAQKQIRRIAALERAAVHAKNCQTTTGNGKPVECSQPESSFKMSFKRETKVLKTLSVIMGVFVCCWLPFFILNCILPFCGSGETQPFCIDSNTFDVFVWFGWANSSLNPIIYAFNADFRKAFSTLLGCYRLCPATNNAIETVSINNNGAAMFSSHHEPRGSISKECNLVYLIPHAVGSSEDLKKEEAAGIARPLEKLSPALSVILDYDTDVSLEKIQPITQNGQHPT
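Inducible HEK293 T-REx D1 cells, force-coupled to calcium signalling, were plated at 4000 cells/well with tetracycline and held overnight at 30 C. After no-wash calcium dye loading, compound-evoked calcium rise over 180 s flagged agonists.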
D1 antagonist: Antagonist of Human D 1 Dopamine Receptor: qHTS; AID 504652, 2011; 360,000 compounds, 3.2% hits; activity change, negative = inhibition, % at 10 µM; HEK293 TREx D1 cells, calcium flux, dopamine EC80; active compounds read low; D(1A) dopamine receptor (Homo sapiens), P21728; in the data active = activity change below about -30%; also: % is scaled to controls: 0 for no effect and ±100 for the full control effect
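Kinetic fluorescence of a calcium dye serves as the read-out. D1-expressing Hek293 Trex cells, induced overnight at 30 C, are exposed to compound for 180 s before an EC80 dopamine addition, then read 180 s further.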
TRHR agonist: qHTS for Small Molecule Agonists and Allosteric Enhancers of Human TRH Receptor: Primary Screen for Agonists; Thyrotropin-releasing hormone receptor (Homo sapiens), P34981; TRHR cells, calcium flux fluo-8, FDSS agonist mode; activation, % at 2 µM; 360,000 compounds, 0.18% hits; AID 493084, 2011; in the data active = activation above about 30%; also: 0% is about no effect
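In this calcium-flux screen, cells bearing human TRHR are dye-loaded with fluo-8, baselined for 10 cycles, then exposed to library compounds; positive kinetic calcium responses during the agonist phase mark hits, with TRH as control.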
D2 PAM: HTS Assay for Positive Allosteric Modulators of the Human D2 Dopamine Receptor: Primary Screen for Potentiators; D(2) dopamine receptor (Homo sapiens), P14416; HEK293 T-REx D2, calcium flux, EC20 dopamine potentiation; potentiation, % at 10 µM; 340,000 compounds, 0.34% hits;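 active = potentiation over 3 SD above the plate norm, cut at about 30% in these data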; also: 0% is about no effect
Target sequence (P14416 whole entry, looked up): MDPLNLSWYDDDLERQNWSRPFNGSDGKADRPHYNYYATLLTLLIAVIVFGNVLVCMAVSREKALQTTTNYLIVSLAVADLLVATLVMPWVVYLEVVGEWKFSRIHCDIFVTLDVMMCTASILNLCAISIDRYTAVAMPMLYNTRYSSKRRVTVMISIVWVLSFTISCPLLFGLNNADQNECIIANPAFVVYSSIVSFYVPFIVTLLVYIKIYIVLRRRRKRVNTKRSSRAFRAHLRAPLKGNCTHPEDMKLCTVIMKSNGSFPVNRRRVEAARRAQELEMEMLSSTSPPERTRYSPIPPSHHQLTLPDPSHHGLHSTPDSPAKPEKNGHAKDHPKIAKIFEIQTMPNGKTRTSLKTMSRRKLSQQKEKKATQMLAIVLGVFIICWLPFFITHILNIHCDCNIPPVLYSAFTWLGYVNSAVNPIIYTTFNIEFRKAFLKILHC
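Cells plated with tetracycline inducer and held overnight at 30 C; calcium dye loaded 30–90 min at room temperature; baseline taken, compound added and read 180 s; EC20 dopamine then added and read 180 s.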
RXFP1 ag: qHTS Assay for Agonists of the Relaxin Receptor RXFP1. HEK293T-RXFP1 cAMP TR-FRET, 30 min; response scale: percent of porcine relaxin response, buffer zero. Potency, µM (top dose mostly 57.5 µM), inactives show at the top dose activation, most hits filed as activators. 370,000 compounds, 0.3% hits; also: potency is read from the fitted curve at half-maximal effect; % is scaled to controls: 0 for no effect and ±100 for the full control effect; nearly all actives have a fitted effect of over 60% in size; many of its hits are not listed in these tables
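HEK293T cells stably expressing RXFP1 were pretreated with the PDE4 inhibitor Ro 20174, exposed to compounds for 30 min at 37C, lysed, and cAMP was read by TR-FRET. Data normalized to buffer (basal) and 29 nM porcine relaxin (100%).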
D1 PAM: Potentiators of Human D1 Dopamine Receptor: qHTS; D(1A) dopamine receptor (Homo sapiens), P21728; HEK293 TREx D1 cells, calcium flux, dopamine EC20 potentiation; potentiation, % at 10 µM; 360,000 compounds, 0.036% hits; in the data active = potentiation above about 30%; also: 0% is about no effect
Anesthetic bind: qHTS Assay for Identification of Novel General Anesthetics; Potency, µM (highest dose often 77.5 µM), inactives show at the top dose activity change, negative = displacement, actives largely listed as inhibitors; Ferritin light chain (Equus caballus), P02791; apoferritin/1-aminoanthracene competitive binding, fluorescence; 350,000 compounds, 0.074% hits; also: potency is read from the fitted curve at half-maximal effect; % is scaled to controls: 0 for no effect and ±100 for the full control effect; nearly all actives have a fitted effect of over 20% in size
Target sequence (P02791 2-175 limits assumed): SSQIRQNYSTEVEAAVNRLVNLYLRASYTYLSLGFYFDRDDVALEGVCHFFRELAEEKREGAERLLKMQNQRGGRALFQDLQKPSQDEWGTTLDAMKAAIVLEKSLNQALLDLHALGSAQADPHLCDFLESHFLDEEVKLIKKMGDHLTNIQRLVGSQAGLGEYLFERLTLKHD
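10 uM apoferritin + 50% sat. 1-AMA, PBS; cpd 10 min RT; Ex380/Em535 endpoint; normalized to free probe vs complex; 4-param Hill fit; propofol titration as pos. ctrl.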
RXFP1 antag: qHTS Assay for Antagonists of the Relaxin Receptor RXFP1 | HEK293-RXFP1, relaxin-stimulated cAMP HTRF, 30 min; active compounds read low | 350,000 compounds, 0.59% hits | activity change, negative = inhibition, % at 57.5 µM;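 active = activity change of -60% or lower, but not beyond a set lower limit; inconclusive = change between -60% and -40%, or beyond the set limit; inactive = change above -40%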; also: % is scaled to controls: 0 for no effect and ±100 for the full control effect
The depositor's hits bear a star; u = inconclusive; x = not tested or not shown. Unless noted, calls follow the shape of the dose curve; as a rule, active = well fitted curve in the direction sought with a large enough effect; inconclusive = small, poorly fitted or top-dose-only effect, or another doubt; inactive = no such curve, though single readings can be large; an effect the other way counts as inactive or inconclusive. Only part of the results is shown; the hit share may differ from the screen's.

SMILES	TRHR PAM	D1 ag	D1 antagonist	TRHR agonist	D2 PAM	RXFP1 ag	D1 PAM	Anesthetic bind	RXFP1 antag
CC(C)N1CCCC(CNC(=O)CCc2nnc(CCCCc3ccccc3)o2)C1 (configuration not stated)	11	-1	5	0.8	4	-2.7%	-2	u	0
COc1ccc(-c2cc(C(=O)N(C)CC(=O)Nc3ccccc3Cl)c3ccccc3n2)cc1OC	4	3	-1	0.2	-5	8.4%	3	x	-10
CC1CN(c2nc3c(c(=O)n(Cc4ccc(Cl)c(Cl)c4)c(=O)n3C)n2C)CC(C)O1 (configuration not stated)	-2	1	3	0.0	-3	-0.6%	2	5%	4
O=C(Nc1cc(S(=O)(=O)N2CCOCC2)ccc1N1CCOCC1)c1cc(=O)[nH]c2ccccc12	5	1	0	0.5	-2	u	0	-10%	11
COc1ccc(-c2nc(C)c(CCNC(=O)C(=O)Nc3cccc(F)c3)s2)cc1OC	2	2	-12	-0.4	9	19%	-4	u	x
CSc1ccc(/C=C/C(=O)OCC(=O)NC(C)C)cc1	-4	1	5	0.6	10	-1.5%	-3	4%	-4
Cc1cc(C)n2c(SCc3cccs3)nnc2n1	4	1	-7	-0.2	17	-0.3%	-1	1%	-1
O=C(CC1SC(=Nc2ccc3c(c2)OCCO3)NC1=O)Nc1ccc(F)cc1F (configuration not stated)	1	0	3	-1.0	8	0.6%	3	-13%	-18
CC(C(=O)c1c[nH]c(C(N)=O)c1)c1ncc(C(F)(F)F)cc1Cl (configuration not stated)	8	2	-8	0.4	2	1.7%	4	-6%	-5
COc1ccc2c(c1OC)C(=O)N(c1cccc(NC(C)=O)c1)C2	-5	0	7	0.5	3	3.4%	-5	4%	-2
COc1ccc(N2CCN(C3CC(=O)N(c4ccc5c(c4)OCCO5)C3=O)CC2)cc1 (configuration not stated)	-2	1	-17	0.3	x	1.5%	-4	-3%	-15
CCOc1ccc(C(C)=O)cc1CN1C(=O)NC(C)(C2CC2)C1=O (configuration not stated)	6	2	1	0.0	2	-0.2%	-1	-8%	-1
CCOC(=O)Nc1ccc2c(c1)N(C(=O)CCN1CCN(C)CC1)c1ccccc1S2	1	-1	5	-0.4	22	-1.7%	0	-15%	-6
O=C(CCN1CCc2ccccc2C1)Nc1cccc(F)c1	-2	9	0	-0.8	x	0.1%	-8	-9%	-13
CC1(NC(=O)CSc2nnc(-c3c[nH]c4ccccc34)n2C2CC2)CCS(=O)(=O)C1 (configuration not stated)	2	0	-14	0.1	2	-6.1%	-2	x	-11
Cc1ccc(Nc2nc3nonc3[nH]c2=O)cc1C	2	7	-4	0.1	-8	0.2%	-4	-17%	-13
Cc1ccc(CNC(=O)Cn2ccc(NC(=O)OCc3ccccc3)nc2=O)o1	4	0	-8	0.0	16	0.0%	-2	x	x
CN1CCc2c(sc(NC(=O)c3ccc(S(=O)(=O)N4CCOCC4)cc3)c2C(N)=O)C1	-2	1	-4	2.6	3	4.7%	-8	-11%	-11
CSCCC(NC(=O)c1ccccc1Cl)C(=O)N1CCC1 (configuration not stated)	4	5	16	0.0	5	0.5%	3	x	-10
CNC(=O)CSc1cn(CC(=O)N(C(C)C)C(C)C)c2ccccc12	3	1	3	-2.2	9	1.6%	-6	-19%	-15
Nc1nnc(SCc2ccccc2F)n1-c1ccccc1	3	4	20	0.3	2	0.0%	0	-6%	-1
COc1cc2c(cc1OC)-c1cc(NC3CCCCC3)nc(=O)n1CC2	-1	3	-4	0.2	0	17%	-7	-12%	-5
O=C(Nc1ccc2nc(SCC(=O)N3CCc4ccccc43)sc2c1)c1ccc(Cl)cc1	0	2	-1	0.7	15	u	0	11%	-6
CN(C(=O)COC(=O)/C=C/c1ccc(S(=O)(=O)N2CCc3ccccc32)cc1)C1CCS(=O)(=O)C1 (configuration not stated)	0	6	12	0.2	5	-2.7%	-3	-14%	4
O=C1c2ccccc2C(O)(c2ncc[nH]2)N1C1CCCCC1 (configuration not stated)	8	1	20	0.7	5	-0.4%	10	-12%	3
CCC(C)(C)NC(=O)CN(C(=O)CCC(=O)Nc1cc(C)ccn1)c1ccc2c(c1)OCCO2	-12	0	-4	-0.2	-6	4.4%	-4	-4%	15
O=C1/C(=C/c2ccccn2)SC(=S)N1CCc1ccccc1	-3	5	1	0.1	15	1.8%	10	-6%	1
Cc1nn(CCC(=O)NNC(=S)NCC(C)C)c(C)c1Br	0	-1	x	0.3	15	0.7%	-1	-12%	10
COc1ccc(NS(=O)(=O)c2c(F)cccc2F)cc1S(=O)(=O)N1CCOCC1	-1	1	-11	-0.1	x	-1.8%	-4	x	-8
CCc1ccc(C(=O)CSc2n[nH]c(C)n2)cc1	2	0	1	0.0	-2	-0.7%	5	u	-9
COc1ccc(/C=N/NC2=NCCCCC2)c(OC)c1	-6	3	-25	0.1	-7	-0.7%	-10	-3%	-23
CSc1nc2cc(C)nn2c(-c2ccc(C(C)(C)C)cc2)c1C#N	14	3	57	0.1	0	3.2%	-4	5%	0
COc1ccc(CN(C(=O)c2ccco2)c2ccc(C)cc2)cc1OC	-9	3	-12	-0.6	7	-1.8%	-2	-11%	-3
O=C(/C=C/c1ccc(Cl)cc1)N(c1ccccn1)C1CCCCC1	1	-1	1	1.0	4	0.0%	7	6%	-36
COc1ccc(C(=O)Nc2c(N)nc(SCC(=O)Nc3ccc(C(C)=O)cc3)[nH]c2=O)cc1	-7	2	-11	0.0	0	0.2%	-4	3%	-5
CC(C)CCNC(=O)NC(=O)CSc1nnc(-c2ccccc2Br)o1	42*	2	10	-0.1	6	0.3%	-3	u	7
O=c1[nH]c(/C=C/c2cccc([N+](=O)[O-])c2)c([N+](=O)[O-])c(=O)[nH]1	-3	-2	9	0.2	-8	1.9%	-6	-4%	-24
O=C(CCCOc1ccccc1)NCCc1ccccc1	-8	2	-2	-0.5	-12	0.6%	-2	-11%	-1
COc1ccc(C(=O)NCCCCCCNC(=O)c2ccc(OC)cc2)cc1	-8	-2	-8	-0.6	-21	-0.8%	-3	-1%	-11
CC(=O)c1ccc2c(c1)c(C#N)c1ccccc1[n+]2[O-]	-2	27	-1	17	3	-0.1%	-1	6%	-5
O=[N+]([O-])c1cnccc1NC1CCCCC1	27	3	-28	0.1	5	3.9%	0	u	8
Cn1cc(S(=O)(=O)Nc2ccc(Cl)cc2Cl)c(=O)n(C)c1=O	4	5	2	0.0	-4	2.9%	1	-5%	10
O=C(O)/C=C/C(=O)N(Cc1ccccc1)Cc1ccco1	8	0	10	0.4	5	1.1%	-5	-1%	-9
CC1=C(C(=O)OCC2CCCCC2)C(c2ccccc2F)CC(=O)N1 (configuration not stated)	-1	4	-15	0.1	-3	-0.3%	-4	-14%	x
Cn1c(CCC(=O)OCC(=O)Nc2ccc(Oc3ccccc3)cc2)nc(=O)c2ccccc21	5	1	-17	-0.7	x	0.7%	1	-21%	6
O=C(Nc1cccc(Cl)c1)N1CCC(CO)(CCOc2ccccc2)CC1	-4	3	-5	-0.6	-5	0.8%	2	u	-8
CC(C)C(NC(=O)c1c(F)cccc1F)C(=O)N1CCN(c2ccccc2F)CC1 (configuration not stated)	11	0	2	1.8	15	-0.3%	4	-17%	-1
CCn1c(C(=O)N2CCC(C(=O)NCCCOC)CC2)cc2sccc21	10	0	9	-0.1	3	2.7%	-4	-11%	-9

14 of these compounds, set out differently.
compound | TRHR PAM | D1 ag | D1 antagonist | TRHR agonist | D2 PAM | RXFP1 ag | D1 PAM | Anesthetic bind | RXFP1 antag
COc1ccc(C(=O)Nc2c(N)nc(SCC(=O)Nc3ccc(C(C)=O)cc3)[nH]c2=O)cc1 | -7 | 2 | -11 | 0.0 | 0 | 0.2% | -4 | 3% | -5
CC(C)CCNC(=O)NC(=O)CSc1nnc(-c2ccccc2Br)o1 | 42* | 2 | 10 | -0.1 | 6 | 0.3% | -3 | u | 7
O=c1[nH]c(/C=C/c2cccc([N+](=O)[O-])c2)c([N+](=O)[O-])c(=O)[nH]1 | -3 | -2 | 9 | 0.2 | -8 | 1.9% | -6 | -4% | -24
O=C(CCCOc1ccccc1)NCCc1ccccc1 | -8 | 2 | -2 | -0.5 | -12 | 0.6% | -2 | -11% | -1
COc1ccc(C(=O)NCCCCCCNC(=O)c2ccc(OC)cc2)cc1 | -8 | -2 | -8 | -0.6 | -21 | -0.8% | -3 | -1% | -11
CC(=O)c1ccc2c(c1)c(C#N)c1ccccc1[n+]2[O-] | -2 | 27 | -1 | 17 | 3 | -0.1% | -1 | 6% | -5
O=[N+]([O-])c1cnccc1NC1CCCCC1 | 27 | 3 | -28 | 0.1 | 5 | 3.9% | 0 | u | 8
Cn1cc(S(=O)(=O)Nc2ccc(Cl)cc2Cl)c(=O)n(C)c1=O | 4 | 5 | 2 | 0.0 | -4 | 2.9% | 1 | -5% | 10
O=C(O)/C=C/C(=O)N(Cc1ccccc1)Cc1ccco1 | 8 | 0 | 10 | 0.4 | 5 | 1.1% | -5 | -1% | -9
CC1=C(C(=O)OCC2CCCCC2)C(c2ccccc2F)CC(=O)N1 (configuration not stated) | -1 | 4 | -15 | 0.1 | -3 | -0.3% | -4 | -14% | x
Cn1c(CCC(=O)OCC(=O)Nc2ccc(Oc3ccccc3)cc2)nc(=O)c2ccccc21 | 5 | 1 | -17 | -0.7 | x | 0.7% | 1 | -21% | 6
O=C(Nc1cccc(Cl)c1)N1CCC(CO)(CCOc2ccccc2)CC1 | -4 | 3 | -5 | -0.6 | -5 | 0.8% | 2 | u | -8
CC(C)C(NC(=O)c1c(F)cccc1F)C(=O)N1CCN(c2ccccc2F)CC1 (configuration not stated) | 11 | 0 | 2 | 1.8 | 15 | -0.3% | 4 | -17% | -1
CCn1c(C(=O)N2CCC(C(=O)NCCCOC)CC2)cc2sccc21 | 10 | 0 | 9 | -0.1 | 3 | 2.7% | -4 | -11% | -9
